Screening results (PubChem BioAssay)
SIAH1 antagonists – Siah-1 peptide-binding antagonists, primary screen, biochemical, fluorescence polarization, rhodamine-plectin, uHTS (AID 1817); E3 ubiquitin-protein ligase SIAH1 (Homo sapiens); hit rate 0.02% among 290,000; one-dose displacement, % at 20 µM; IC50 in µM for titrated hits; Siah-1 / rhodamine-plectin peptide fluorescence polarization; higher % means a stronger effect;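 active means displacement of at least 50% at 20 µM, with a fluorescence ratio check between 0.3 and a set limit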;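 further: plate controls were Siah plus tracer with DMSO for no effect and tracer alone without Siah for full effect; strong numbers were not always called active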
Salmonella PhoP GFP – inhibitors of PhoP regulon expression, primary screen, Salmonella Typhimurium, GFP reporter (AID 1863) | S. Typhimurium PhoP-regulated promoter GFP reporter, 4 h; higher % means a stronger effect | one-dose inhibition, % at 50 µM; IC50 in µM for titrated hits | hit rate 0.16% among 300,000;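 active means inhibition over 29.93%, a cutoff 3 SD above the screen mean, later confirmed by dose response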;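 further: 0% = low Mg2+ inducing control and 100% = high Mg2+ repressing control; strong numbers were not always called active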
HIV fusion peptide – inhibitors of HIV fusion peptide binding, primary screen, biochemical, uHTS, fluorescence dequenching (AID 1986) | inhibition, % at 20 µM; hits with a dose series show IC50 in µM | hit rate 0.3% among 290,000 | cell-free peptide binding, fluorescence dequenching, 30 min; higher % means a stronger effect; in the data active means inhibition mostly above about 52%, no sharp cut-off; inactive means mostly below about 76%; further: some results filed as inactive read as strong as hits
MgcRacGAP inhibition – MgcRacGAP GTPase-activating activity inhibitors, confirmation, biochemical, ADP Hunter fluorescence. Rac GTPase-activating protein 1 (Homo sapiens). MgcRacGAP-stimulated Rac1 GTP hydrolysis, ADP Hunter fluorescence; higher % means a stronger effect; GST-tagged Rac1 F28L mutant substrate. one-dose inhibition, % at 30 µM; IC50 in µM for titrated hits. hit rate 0.6% among 340,000. AID 624330, 2012;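 active means first-screen hits whose inhibition reached a set limit at any dose in the follow-up dose series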;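 further: fluorescence reports GDP produced by GAP-driven GTP hydrolysis; strong numbers were not always called active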
NTR1 agonist – agonists of NTR1, primary screen, imaging, U2OS cells, beta-arrestin-GFP, high content (AID 493036) | NTR1-U2OS beta-arrestin-GFP spot imaging, agonist mode | activation, % at 20 µM | hit rate 0.17% among 330,000 | Neurotensin receptor type 1 (Homo sapiens), P30989;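 active means activation at or above 40% of the spot to cytoplasm intensity ratio, with at least 20 cells analyzed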;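 further: 0% = DMSO without peptide and 100% = 100 nM NTR1 peptide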
Target sequence (P30989 whole entry, looked up): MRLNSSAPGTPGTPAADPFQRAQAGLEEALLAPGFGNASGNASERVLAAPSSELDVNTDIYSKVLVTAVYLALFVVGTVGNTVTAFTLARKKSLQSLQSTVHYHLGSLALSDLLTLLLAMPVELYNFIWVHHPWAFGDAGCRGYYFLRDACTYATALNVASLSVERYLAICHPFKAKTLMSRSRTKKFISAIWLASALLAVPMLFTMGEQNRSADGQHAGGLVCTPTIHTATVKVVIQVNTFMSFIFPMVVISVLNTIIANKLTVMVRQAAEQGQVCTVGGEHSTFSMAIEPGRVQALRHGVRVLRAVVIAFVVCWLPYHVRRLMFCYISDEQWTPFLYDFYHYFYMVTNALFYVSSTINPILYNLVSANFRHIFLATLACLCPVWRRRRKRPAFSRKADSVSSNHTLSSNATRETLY
Myeloid diff MLP – induction of myeloid progenitor differentiation, primary screen, cell-based, flow cytometry, MLPCN library; ER-HoxA9 myeloid progenitors, lysozyme-GFP differentiation; calls only at 10 µM; hit rate 1% among 360,000;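 active means normalized GFP-positive differentiation at or above the plate's own cutoff, the solvent-only control mean plus 3 SD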;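 further: cells exposed to compound for four days before flow analysis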
GPR35 antagonists – GPR35 antagonists blocking zaprinast-driven arrestin recruitment, primary screen, imaging, U2OS, beta-arrestin-GFP, zaprinast agonist (AID 2058) | hit rate 0.052% among 290,000 | U2OS GPR35 beta-arrestin-GFP translocation imaging, zaprinast antagonism; higher % means a stronger effect | inhibition, % at 10 µM; hits with a dose series show IC50 in µM | G-protein coupled receptor 35 (Homo sapiens);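 active means inhibition of at least 50% with at least 30 cells and total cytoplasm GFP at most 10,000,000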
LYP phosphatase – inhibitors of LYP phosphatase, biochemical, fluorescence intensity, uHTS (AID 1779). Tyrosine-protein phosphatase non-receptor type 22 (Homo sapiens). hit rate 0.054% among 290,000. inhibition, % at 11.5 µM; hits with a dose series show IC50 in µM. recombinant LYP phosphatase, fluorescence intensity; higher % means a stronger effect; in the data active means inhibition above about 50%;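 further: plate controls were vehicle with enzyme for no effect and no enzyme for full effect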
GPR55 antagonists – GPR55 antagonists blocking LPI-driven arrestin recruitment, primary screen, imaging, U2OS, beta-arrestin-GFP, LPI agonist (AID 2013); G-protein coupled receptor 55 (Homo sapiens); U2OS GPR55 beta-arrestin-GFP translocation imaging, LPI antagonism; higher % means a stronger effect; inhibition, % at 10 µM; hits with a dose series show IC50 in µM; hit rate 0.13% among 290,000;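 active means spots per cell inhibited over 60%, with over 100 cells counted and total cytoplasm intensity under 500,000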;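 further: U2OS cells stably carrying GPR55 and arrestin-GFP stimulated by 5 µM LPI near EC80; imaged beta-arrestin-GFP aggregate spots per cell after agonist stimulation; plate controls were LPI-stimulated DMSO wells for no effect and DMSO wells without LPI for full effect; some results filed as inactive read as strong as hits; confirmed hits need IC50 under 10 µM and bright autofluorescent wells are also inconclusive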
NTR1 agonist cell count 20 µM – further read-out of NTR1 agonist, marked with its call; cell count; measured here: cell count, cytotoxicity flag
Myeloid diff MLP GFP+ MAC1+ % – recorded beside Myeloid diff MLP, whose call it bears; GFP+ MAC1+ double positive, %; measured here: differentiation confirmed by MAC1 staining
Starred values were filed as active, the others as inactive.

`NS(=O)(=O)c1ccc(N/N=C/c2ccc3c(c2)OCO3)c([N+](=O)[O-])c1` gave SIAH1 antagonists 1%, Salmonella PhoP GFP 4%, HIV fusion peptide -1.6%, MgcRacGAP inhibition 6%, NTR1 agonist 1.6, Myeloid diff MLP inactive, GPR35 antagonists 0%, LYP phosphatase -7%, GPR55 antagonists 15%, NTR1 agonist cell count 20 µM 58 and Myeloid diff MLP GFP+ MAC1+ % 0.4.
`CC(=O)c1cccc(NC(=O)CN2C(=O)NC3(CCCCCCC3)C2=O)c1` gave SIAH1 antagonists -1%, Salmonella PhoP GFP 16%, HIV fusion peptide 3.3%, MgcRacGAP inhibition 14%, NTR1 agonist 0.0, Myeloid diff MLP inactive, GPR35 antagonists -15%, LYP phosphatase -1%, GPR55 antagonists 11%, NTR1 agonist cell count 20 µM 49 and Myeloid diff MLP GFP+ MAC1+ % 2.7.
Screening O=C(Cn1c2ccccc2c(=O)c2ccccc21)N/N=C/c1ccc(N2CCCC2)c([N+](=O)[O-])c1 returned SIAH1 antagonists -4%, Salmonella PhoP GFP 8%, HIV fusion peptide -9.5%, MgcRacGAP inhibition 7%, Myeloid diff MLP inactive, GPR35 antagonists 6%, LYP phosphatase 1%, GPR55 antagonists 3% and Myeloid diff MLP GFP+ MAC1+ % 0.3.
Screening CCC(C)NC(=O)Cn1cc2c(n1)CCC(C)C2 (centres undefined) returned SIAH1 antagonists 4%, Salmonella PhoP GFP 11%, HIV fusion peptide 0.8%, MgcRacGAP inhibition -3%, NTR1 agonist -2.3, Myeloid diff MLP inactive, GPR35 antagonists 8%, LYP phosphatase -2%, GPR55 antagonists -6%, NTR1 agonist cell count 20 µM 45 and Myeloid diff MLP GFP+ MAC1+ % 1.9.
For CCOc1ccccc1N(CC(=O)NC1CCCC1)C(=O)CNC(=O)c1cccs1 the results were SIAH1 antagonists 5%, Salmonella PhoP GFP -2%, HIV fusion peptide 0.1%, MgcRacGAP inhibition 5%, NTR1 agonist 0.0, Myeloid diff MLP inactive, GPR35 antagonists -2%, LYP phosphatase -14%, GPR55 antagonists 12%, NTR1 agonist cell count 20 µM 50 and Myeloid diff MLP GFP+ MAC1+ % 0.4.
`CN(c1ccccc1)S(=O)(=O)c1cccc(C(=O)Nc2ccc3c(c2)CCC3)c1` gave SIAH1 antagonists 2%, Salmonella PhoP GFP 30%, HIV fusion peptide -1.4%, MgcRacGAP inhibition 0%, NTR1 agonist 2.0, Myeloid diff MLP inactive, GPR35 antagonists -3%, LYP phosphatase -2%, GPR55 antagonists 14%, NTR1 agonist cell count 20 µM 52 and Myeloid diff MLP GFP+ MAC1+ % 2.5.
`CCOC(=O)CC(NC(=O)Cn1nnc(-c2ccccc2)n1)c1ccc(OC)cc1` (centres undefined) gave SIAH1 antagonists 0%, Salmonella PhoP GFP -15%, HIV fusion peptide 2.7%, MgcRacGAP inhibition 2%, NTR1 agonist 0.9, Myeloid diff MLP inactive, GPR35 antagonists -15%, LYP phosphatase 0%, GPR55 antagonists 6%, NTR1 agonist cell count 20 µM 62 and Myeloid diff MLP GFP+ MAC1+ % 0.8.
O=C1C(NS(=O)(=O)c2cccs2)=C(N2CCOCC2)C(=O)c2ccccc21 was read as SIAH1 antagonists -4%, Salmonella PhoP GFP -4%, HIV fusion peptide -2.6%, MgcRacGAP inhibition 11%, NTR1 agonist -1.5, Myeloid diff MLP inactive, GPR35 antagonists -11%, LYP phosphatase -8%, GPR55 antagonists -6%, NTR1 agonist cell count 20 µM 60 and Myeloid diff MLP GFP+ MAC1+ % 0.4.
CC(=O)NC(C(=O)c1ccccc1)C(=O)c1ccccc1 was read as SIAH1 antagonists -6%, Salmonella PhoP GFP -7%, HIV fusion peptide -0.7%, MgcRacGAP inhibition -9%, NTR1 agonist -0.7, Myeloid diff MLP inactive, GPR35 antagonists 12%, LYP phosphatase -5%, GPR55 antagonists 3%, NTR1 agonist cell count 20 µM 50 and Myeloid diff MLP GFP+ MAC1+ % 0.3.
`CCCS(=O)(=O)Nc1cccc(-c2nc3cccnc3s2)c1` gave SIAH1 antagonists 3%, Salmonella PhoP GFP 4%, HIV fusion peptide -2.7%, MgcRacGAP inhibition 0%, NTR1 agonist -1.6, Myeloid diff MLP inactive, GPR35 antagonists -3%, LYP phosphatase -3%, GPR55 antagonists -5%, NTR1 agonist cell count 20 µM 65 and Myeloid diff MLP GFP+ MAC1+ % 0.2.
CCOC(=O)c1cnn(-c2ncnc3sc(C)c(C)c23)c1N was read as SIAH1 antagonists 1%, Salmonella PhoP GFP 6%, HIV fusion peptide 1.1%, MgcRacGAP inhibition 8%, NTR1 agonist -0.2, Myeloid diff MLP inactive, GPR35 antagonists -4%, LYP phosphatase -2%, GPR55 antagonists 9%, NTR1 agonist cell count 20 µM 50 and Myeloid diff MLP GFP+ MAC1+ % 0.6.
O=C1OC(Nc2ncccn2)c2ccccc21 (centres undefined) was read as SIAH1 antagonists -7%, Salmonella PhoP GFP 8%, HIV fusion peptide 0.9%, MgcRacGAP inhibition 6%, NTR1 agonist 1.8, Myeloid diff MLP inactive, GPR35 antagonists 8%, LYP phosphatase -8%, GPR55 antagonists 7%, NTR1 agonist cell count 20 µM 44 and Myeloid diff MLP GFP+ MAC1+ % 6.9.

Reprinted at random: 2 entries already listed, in no set order.
Screening CCC(C)NC(=O)Cn1cc2c(n1)CCC(C)C2 (centres undefined) returned SIAH1 antagonists 4%, Salmonella PhoP GFP 11%, HIV fusion peptide 0.8%, MgcRacGAP inhibition -3%, NTR1 agonist -2.3, Myeloid diff MLP inactive, GPR35 antagonists 8%, LYP phosphatase -2%, GPR55 antagonists -6%, NTR1 agonist cell count 20 µM 45 and Myeloid diff MLP GFP+ MAC1+ % 1.9.
`CN(c1ccccc1)S(=O)(=O)c1cccc(C(=O)Nc2ccc3c(c2)CCC3)c1` gave SIAH1 antagonists 2%, Salmonella PhoP GFP 30%, HIV fusion peptide -1.4%, MgcRacGAP inhibition 0%, NTR1 agonist 2.0, Myeloid diff MLP inactive, GPR35 antagonists -3%, LYP phosphatase -2%, GPR55 antagonists 14%, NTR1 agonist cell count 20 µM 52 and Myeloid diff MLP GFP+ MAC1+ % 2.5.

(cont.)
For Nc1cc(-c2ccc(Br)cc2)[nH]n1 the results were SIAH1 antagonists -3%, Salmonella PhoP GFP 6%, HIV fusion peptide -2.2%, MgcRacGAP inhibition 8%, NTR1 agonist -1.9, Myeloid diff MLP inactive, GPR35 antagonists 4%, LYP phosphatase 0%, GPR55 antagonists -8%, NTR1 agonist cell count 20 µM 63 and Myeloid diff MLP GFP+ MAC1+ % 0.4.
For COc1ccc(CCNC(=O)c2ccc(-c3ccc([N+](=O)[O-])cc3Cl)o2)cc1 the results were SIAH1 antagonists 10%, Salmonella PhoP GFP -17%, HIV fusion peptide 2.7%, MgcRacGAP inhibition 6%, NTR1 agonist 8.9, Myeloid diff MLP inactive, GPR35 antagonists -5%, LYP phosphatase 0%, GPR55 antagonists -1%, NTR1 agonist cell count 20 µM 80 and Myeloid diff MLP GFP+ MAC1+ % 0.5.
C=CCN1C(=NC(=O)CC)SC2CS(=O)(=O)CC21 (centres undefined) was read as SIAH1 antagonists 3%, Salmonella PhoP GFP -4%, HIV fusion peptide 0.4%, MgcRacGAP inhibition -1%, NTR1 agonist -0.2, Myeloid diff MLP inactive, GPR35 antagonists 11%, LYP phosphatase -4%, GPR55 antagonists 28%, NTR1 agonist cell count 20 µM 77 and Myeloid diff MLP GFP+ MAC1+ % 13.
`O=S(=O)(Nc1ccccc1N1CCCCC1)c1ccc(F)cc1F` gave SIAH1 antagonists -3%, Salmonella PhoP GFP -6%, HIV fusion peptide -1.6%, MgcRacGAP inhibition 5%, NTR1 agonist 3.7, Myeloid diff MLP inactive, GPR35 antagonists -2%, LYP phosphatase 2%, GPR55 antagonists 5%, NTR1 agonist cell count 20 µM 63 and Myeloid diff MLP GFP+ MAC1+ % 0.2.
`COc1ccc(C2C=C(c3ccccc3)Nc3nc(CCCO)nn32)cc1` (centres undefined) gave SIAH1 antagonists 4%, Salmonella PhoP GFP -2%, HIV fusion peptide -1.0%, NTR1 agonist 1.0, GPR35 antagonists 7%, LYP phosphatase -7%, GPR55 antagonists 14% and NTR1 agonist cell count 20 µM 92.
For O=C(Nc1ccc(C(=O)N2CCOCC2)cc1)Nc1cccc(C(F)(F)F)c1 the results were SIAH1 antagonists 4%, Salmonella PhoP GFP 1%, HIV fusion peptide 2.4%, MgcRacGAP inhibition 6%, NTR1 agonist 1.0, Myeloid diff MLP inactive, GPR35 antagonists -1%, LYP phosphatase -9%, GPR55 antagonists 2%, NTR1 agonist cell count 20 µM 76 and Myeloid diff MLP GFP+ MAC1+ % 0.4.
CCN(CC(=O)Nc1ccc(NC(C)=O)cc1)C(=O)/C=C/c1cn(-c2ccccc2)nc1-c1ccc(F)cc1 was read as Salmonella PhoP GFP -3%, MgcRacGAP inhibition 7%, NTR1 agonist 14, Myeloid diff MLP inactive, NTR1 agonist cell count 20 µM 58 and Myeloid diff MLP GFP+ MAC1+ % 0.2.
`CCc1cccc(C)c1NC(=O)c1ccoc1C` gave SIAH1 antagonists -1%, Salmonella PhoP GFP 1%, HIV fusion peptide 2.0%, MgcRacGAP inhibition 3%, NTR1 agonist -2.3, Myeloid diff MLP inactive, GPR35 antagonists 9%, LYP phosphatase 2%, GPR55 antagonists -7%, NTR1 agonist cell count 20 µM 94 and Myeloid diff MLP GFP+ MAC1+ % 1.0.
CC(C)CC(NC(=O)C(Cc1ccc(OCc2ccccc2)cc1)NC(=O)OC(C)(C)C)C(N)=O (centres undefined) was read as SIAH1 antagonists 1%, Salmonella PhoP GFP 8%, HIV fusion peptide -3.5%, MgcRacGAP inhibition 11%, NTR1 agonist 0.6, Myeloid diff MLP inactive, GPR35 antagonists -20%, LYP phosphatase -3%, GPR55 antagonists 2%, NTR1 agonist cell count 20 µM 66 and Myeloid diff MLP GFP+ MAC1+ % 4.7.
